Bioassay records as filed in PubChem.
CAL PDZ FP – inhibitors of human CAL PDZ peptide binding; Q9HD26; purified CAL PDZ, TMR-peptide fluorescence polarization, 1 h; inhibition, % at 20 µM; 330,000 compounds, 0.02% hits; AID 504414;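 active = highest replicate inhibition of at least 40%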;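 note: plate controls were DMSO neutral control wells for no effect and unlabeled competitor peptide control wells for full effect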
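Assay system – tagged CAL PDZ protein CerCALP, purified · Timing – 1 h at RT · Compound – single point, 20 µM · Measured by – fluorescence polarization from S- and P-plane intensities, G-factor corrected · Evaluation – inhibition from polarization loss · Probe or stimulus – TMR reporter peptide T*-PRC34 · Buffer or medium – pH 7.4 phosphate-saline buffer, reducing agent, detergent, IgG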
phage Ecoli inh – E. coli growth loss with phage present. inhibition, % at 11.9 µM. growth absorbance. AID 651602. 360,000 compounds, 0.26% hits; in the data active = inhibition above about 11%
PvdQ inh – blocks Pseudomonas aeruginosa PvdQ acylase activity | purified PvdQ acylase, fluorescence plate reader | inhibition, % at 10 µM | 340,000 compounds, 0.063% hits; in the data active = inhibition above about 30%, passing the limit was not always enough;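 note: 0% = vehicle neutral wells and 100% = reference inhibitor wells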
DAGLB inhibitor – diacylglycerol lipase beta (human) inhibition; 340,000 compounds, 0.059% hits; HEK293T DAGLB membrane lysate, EnzChek fluorogenic substrate; inhibition, % at 5.17 µM; Q8NCG7; in the data active = inhibition above about 34%;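 note: 0% = enzyme with vehicle and 100% = wells lacking enzyme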
Target sequence (Q8NCG7 whole entry, looked up): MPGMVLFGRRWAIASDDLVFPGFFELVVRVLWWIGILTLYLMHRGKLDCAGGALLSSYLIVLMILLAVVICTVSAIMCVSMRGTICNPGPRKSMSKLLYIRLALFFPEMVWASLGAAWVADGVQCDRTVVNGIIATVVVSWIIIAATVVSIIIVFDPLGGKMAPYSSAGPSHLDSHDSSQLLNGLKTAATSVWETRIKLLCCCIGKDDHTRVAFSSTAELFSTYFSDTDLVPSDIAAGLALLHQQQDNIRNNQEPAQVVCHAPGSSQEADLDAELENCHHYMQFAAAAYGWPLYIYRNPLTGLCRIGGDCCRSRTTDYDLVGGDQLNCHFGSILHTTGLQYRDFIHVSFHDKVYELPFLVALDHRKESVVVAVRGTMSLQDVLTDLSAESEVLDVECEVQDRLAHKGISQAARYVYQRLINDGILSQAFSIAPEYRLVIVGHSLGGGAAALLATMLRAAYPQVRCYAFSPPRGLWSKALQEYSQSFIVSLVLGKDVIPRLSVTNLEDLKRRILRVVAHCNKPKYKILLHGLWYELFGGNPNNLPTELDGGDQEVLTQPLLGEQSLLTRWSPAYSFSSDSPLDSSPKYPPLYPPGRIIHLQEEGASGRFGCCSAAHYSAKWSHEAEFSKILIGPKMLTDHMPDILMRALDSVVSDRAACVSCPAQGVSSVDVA
PfHsp90 yeast 2 – growth inhibition of yeast expressing Plasmodium Hsp90. inhibition, % at 9.4 µM. 310,000 compounds, 0.32% hits. S. cerevisiae expressing PfHsp90, BacTiter-Glo ATP, 48 h; yeast lacking PDR1 and PDR3 efflux regulators;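 active = every replicate shows inhibition above about 80%, whatever the replicate mean, limit read from the data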;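 note: 0% = DMSO neutral controls and 100% = 20 µM radicicol positive controls; yeast relying on Plasmodium falciparum Hsp90 in place of its own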
Tat export inh – blocks Tat-dependent protein export in E. coli; 340,000 compounds, 0.036% hits; E. coli MC4100 TorA-mCherry Tat export, fluorescence; inhibition, % at 10 µM; AID 488895;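 active = mean replicate inhibition at least 50% and at least half of replicates individually reaching 50%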;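 note: exported cargo escapes ClpAP degradation while cytoplasmic cargo is degraded and loses fluorescence; 0% = median of neutral control wells and 100% = median of NaSCN control wells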
Wnt bcat act – activates Wnt/beta-catenin signaling in a reporter cell assay. activator, plate reader. activation, % at 9.35 µM. 300,000 compounds, 1.2% hits; in the data active = activation above about 30%, passing the limit was not always enough;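 note: 0% = neutral control wells and 100% = positive control wells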
E coli growth – reduces bacterial viability in AddAB counter-screen; inhibition, % at 11.9 µM; AID 449728; E. coli V3065 growth, OD600 absorbance, 18 h; 330,000 compounds, 0.27% hits;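 active = inhibition above the campaign's mean inhibition across all tested compounds plus 3 SD, cut at about 9.9% in these data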;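 note: uninfected addAB+ strain grown without phage in ampicillin broth; 0% = DMSO wells and 100% = ciprofloxacin 0.95 µg/ml wells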
Rtt109 HAT inh – blocks Candida albicans Rtt109/Vps75 acetyltransferase activity. Q5AAJ8. purified Rtt109/Vps75, ThioGlo CoA-SH fluorescence, 4 h. inhibition, % at 34.9 µM. 330,000 compounds, 0.16% hits. AID 540336;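 active = inhibition of at least 50% in every replicate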
Target sequence (Q5AAJ8 whole entry, looked up): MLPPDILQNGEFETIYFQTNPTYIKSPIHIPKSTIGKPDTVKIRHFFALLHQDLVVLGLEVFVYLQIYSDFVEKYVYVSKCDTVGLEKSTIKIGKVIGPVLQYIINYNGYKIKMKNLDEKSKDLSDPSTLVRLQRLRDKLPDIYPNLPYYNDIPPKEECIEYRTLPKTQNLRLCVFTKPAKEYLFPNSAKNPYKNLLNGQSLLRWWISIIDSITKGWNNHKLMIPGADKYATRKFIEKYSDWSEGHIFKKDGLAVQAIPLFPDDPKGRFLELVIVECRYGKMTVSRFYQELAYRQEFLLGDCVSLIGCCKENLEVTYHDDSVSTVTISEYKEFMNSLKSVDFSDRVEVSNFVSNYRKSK
AddAB inh – less growth of phage-infected E. coli with AddAB | inhibition, % at 11.9 µM | E. coli expressing H. pylori AddAB, absorbance growth | 330,000 compounds, 0.29% hits; in the data active = inhibition above about 12%;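 note: 0% = vehicle wells of infected cells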
* marks the source's active call; other numbers are inactive results; . = no result given.

SMILES | CAL PDZ FP | phage Ecoli inh | PvdQ inh | DAGLB inhibitor | PfHsp90 yeast 2 | Tat export inh | Wnt bcat act | E coli growth | Rtt109 HAT inh | AddAB inh
CCc1ccc(N(C(=O)CNC(=O)c2ccco2)C(C(=O)NC2CCCC2)c2cccnc2)cc1 (configuration not stated) | -1.1 | -3.2 | -7.8 | 0.8 | -6.4 | 3.6 | -2.5 | -1.9 | -0.3 | 3.8
CCCCOP(=O)(OCCCC)C(O)c1ccc(Br)cc1 (configuration not stated) | -1.0 | 1.4 | 4.9 | 0.2 | 15.4 | 1.3 | . | -1.0 | 10.8 | 1.4
CC(=O)NC(c1ccc(Cl)cc1)c1ccc2cccnc2c1O (configuration not stated) | -0.2 | 20.3* | 9.3 | 11.8 | 113.9* | -10.4 | 0.3 | . | 4.6 | .
Cn1c(=O)c2c(SCc3ccccn3)nc(CC(C)(C)C)nc2n(C)c1=O | -9.3 | 2.8 | -16.3 | -0.9 | -97.0 | 11.3 | -1.1 | -2.3 | 4.7 | 0.7
Cc1ccc(S(=O)(=O)NCC(C)n2cncn2)cc1C (configuration not stated) | -2.1 | -0.7 | -15.8 | 0.9 | 7.2 | 4.3 | 0.8 | 0.9 | -3.4 | 1.5
COC(=O)c1ccc(N2C(=O)CC(N(C)Cc3ccccc3)C2=O)cc1 (configuration not stated) | -0.1 | 4.0 | -10.5 | 0.8 | 104.4* | -12.2 | . | -1.4 | -0.2 | 1.5
NNC(=O)c1cccc(COc2ccc3c(c2)CCC3)c1 | -1.5 | 0.1 | -4.4 | -9.1 | 1.7 | -7.7 | . | -0.8 | 4.2 | 2.9
Fc1ccc(C2CCCN2Cc2nc(CC3CC3)no2)cc1 (configuration not stated) | -2.7 | 2.5 | -4.8 | -9.7 | -44.1 | 2.8 | -1.3 | -3.7 | -9.5 | 2.5
CCOC(=O)C(=O)N1CCC(C(=O)OCC)CC1 | 0.7 | 0.8 | -12.4 | 1.3 | -3.8 | -6.8 | 3.3 | 1.3 | 7.0 | 0.6
CC(NC(=O)C1CCC(CNS(=O)(=O)c2ccc3c(c2)C(C)(C)C(=O)N3C)CC1)c1ccccc1 (configuration not stated) | -0.5 | 1.5 | -13.9 | 2.6 | 10.9 | -0.1 | -1.8 | 0.5 | 2.1 | 1.2
COCC(=O)Nc1cc(C)cn(Cc2ccc(F)cc2)c1=O | -0.4 | -0.6 | -11.7 | 0.2 | 9.7 | -12.1 | 1.6 | 0.2 | -0.6 | 2.0
O=[N+]([O-])c1cc([N+](=O)[O-])c(Oc2c(Cl)cccc2Cl)cc1NN1CCCCC1 | 0.3 | 13.1* | -10.9 | 0.2 | -14.9 | 1.3 | -1.5 | 0.1 | 3.0 | 4.1
O=S1(=O)C=C(SCc2ccc(Cl)c(Cl)c2)Nc2ccccc21 | -1.9 | 4.3 | -6.4 | -2.1 | -12.0 | 4.9 | . | 2.9 | -6.6 | 3.2
COP(=O)(CN(Cc1ccccc1)C(=S)Nc1c(C)cccc1C)OC | -1.9 | -3.8 | -7.2 | -1.0 | -18.7 | -4.9 | 0.0 | 3.4 | 0.1 | 2.6
COc1ccc(N2CCCn3c2nc2c3c(=O)n(CCc3ccccc3)c(=O)n2C)cc1 | -0.7 | -1.7 | -9.5 | -1.8 | 3.9 | 13.0 | . | 0.3 | 5.3 | 2.8
O=C(Oc1ccc(C(=S)N2CCOCC2)cc1Br)c1cc(Cl)ccc1Cl | -3.9 | 2.6 | -11.5 | -4.3 | . | 2.8 | 4.2 | 0.9 | . | 0.2
COc1ccc(OC)c(-c2cc(C(=O)N/N=C/c3ccc(F)cc3)c3ccccc3n2)c1 | . | 1.3 | . | . | . | . | -3.9 | -0.2 | . | -0.3
COc1ccc(C2CC(c3ccccc3)=NN2C(=O)CSc2ncn[nH]2)cc1 (configuration not stated) | -0.9 | -1.1 | -16.3 | 3.0 | . | 6.2 | 5.0 | -1.8 | -0.4 | -2.5
CN(C)c1ccc(C2N(c3ccc(Cl)cc3)C(=O)C3CCCN32)cc1 (configuration not stated) | 0.1 | -2.6 | 11.9 | -2.5 | 8.7 | 22.3 | -2.7 | -1.6 | 15.0 | 7.2
O=C(N/N=C\C=C\c1ccco1)c1cncc(Br)c1 | -0.8 | 1.0 | -6.4 | 0.6 | -43.1 | 2.4 | 4.4 | -0.9 | -3.7 | -1.3
O=C(CN1CCN(CC(=O)c2ccc(F)cc2)CC1)Nc1ccccc1Cl | 0.7 | 4.4 | -14.2 | -0.2 | 17.7 | 0.5 | -4.1 | 1.1 | 4.9 | 0.0
CNC(=O)c1c[nH]c2ccc(S(=O)(=O)Nc3cccc(SC)c3)cc2c1=O | -3.7 | 2.6 | -7.9 | 1.8 | -28.2 | 1.2 | 1.3 | . | 2.1 | .
CCOC(=O)c1cccc(C(=O)Oc2ccccc2)n1 | -0.8 | -3.7 | -6.3 | -0.3 | 9.5 | 5.4 | . | 1.8 | -2.4 | 2.8
CCCCCCCCCCS(=O)(=O)N/N=C/c1ccccc1OC | -1.8 | 4.8 | -4.5 | -9.2 | 3.0 | 1.5 | . | -2.9 | -11.3 | 3.8
CN1CCC(N(C)C(=O)/C=C/c2cn(-c3ccccc3)nc2-c2cccs2)CC1 | -4.1 | 2.0 | -3.6 | -0.2 | 7.9 | 0.4 | -0.5 | -1.4 | 28.3 | 0.0
O=[N+]([O-])c1cc(Cl)ccc1NCCc1ccccn1 | 1.0 | 0.7 | 2.2 | 13.4 | 2.5 | 18.4 | 6.8 | 1.1 | 5.8 | 2.7
COc1cccc(CNC(=O)CCC(=O)N2CCSc3ccccc32)c1OC | 0.6 | 3.6 | 1.3 | 1.1 | 2.4 | -5.8 | -0.2 | -1.6 | 6.0 | -0.5
O=C(c1ccccc1Cl)N(Cc1ccc(Br)cc1)N1C(=O)CCC1=O | -1.5 | 1.3 | -12.4 | -0.9 | 7.7 | -6.2 | 1.7 | -1.8 | -3.1 | 0.4
COc1cccc(-c2sc3ccc(OC)cc3c2-c2ccc(O)cc2)c1 | -0.7 | 1.0 | 1.6 | -7.2 | 1.2 | 5.8 | 4.1 | -1.1 | -13.8 | -0.1
COC(=O)Cc1nc2c(N)nc(N)nc2[nH]c1=O | -0.6 | 1.6 | -14.5 | 6.0 | 2.7 | 12.7 | -1.4 | . | -3.3 | .
O=C(Nc1ccc(Nc2ccccc2)cc1)C(Cl)(Cl)Cl | 0.0 | 1.4 | -1.0 | 1.8 | 11.8 | -2.7 | . | -0.9 | -1.6 | 4.3
Cc1ccc2nc(-c3ccccn3)c(NC3CCCC3)n2c1 | 0.4 | 1.4 | -2.2 | 2.8 | -9.2 | -3.9 | 2.8 | -2.9 | 2.7 | -1.4
CC(Oc1ccccc1)C(=O)OCC(=O)NC(=O)NCc1ccco1 (configuration not stated) | -1.6 | 0.7 | -13.3 | -0.3 | -12.5 | 6.0 | . | -0.3 | 7.3 | 1.9
Cc1ccc(-c2noc(CN(C(=O)CCCN3C(=O)c4ccccc4C3=O)C(C)C)n2)cc1 | . | 2.0 | 5.6 | -6.4 | -10.8 | 9.3 | -1.1 | 0.6 | 6.4 | 3.5
Cc1cc(C(=O)OCC(=O)N2CC(=O)Nc3ccccc32)c(C)n1-c1ccc(F)cc1 | -2.8 | 2.6 | -6.5 | 0.6 | -15.9 | 10.7 | -2.7 | -0.7 | 7.1 | 1.0
COc1ccc(Br)cc1CN1CCN(S(=O)(=O)Cc2ccccc2)CC1 | -0.1 | 3.1 | 5.3 | -3.6 | 12.7 | -10.9 | -2.2 | 0.4 | 20.2 | 2.0
COCC1CCN(C(=O)CCc2nnc(C3(c4ccc(Cl)cc4)CCC3)o2)CC1 | -1.9 | -0.6 | 6.2 | -7.5 | 1.0 | 4.6 | 4.1 | -0.2 | 29.4 | 5.5
CC(C)C[C@@]12C(=O)N(c3cccc(Cl)c3)C(=O)N1[C@H](c1ccc(F)cc1)[C@@H]1C(=O)N(C3CCCCC3)C(=O)[C@@H]12 | -0.3 | 5.2 | -10.9 | -2.4 | -24.2 | 2.0 | -4.2 | -0.9 | 6.4 | 3.9
Cc1nc(NC(=O)c2cccs2)ccc1Br | -0.9 | 4.8 | 13.0 | -3.7 | -8.5 | -4.5 | -3.0 | 3.3 | 0.7 | 3.9
O=C(CN1C(=O)NC(CCc2ccccc2)C1=O)Nc1cccc(Br)c1 (configuration not stated) | -0.6 | 2.5 | -13.9 | -0.7 | -28.9 | 4.9 | -4.9 | 2.0 | -1.7 | 3.0
Cc1cn(C(=O)c2ccccc2)c(=S)n1-c1ccc(Br)cc1 | -2.2 | 2.7 | 6.9 | -9.7 | . | 16.1 | . | -0.4 | 9.7 | 1.9
CC/C(=C\c1oc2cc3ccccc3cc2[n+]1CC)Nc1ccccc1 | -2.2 | 3.3 | 2.7 | -0.1 | -10.0 | 1.0 | 0.4 | 0.1 | 23.4 | 0.9
Cc1cc(C)cc(C(=O)N2CCC(CCC(=O)NC3CC3)CC2)c1 | -3.0 | 4.0 | 12.1 | -4.8 | 10.2 | 5.0 | 1.9 | 0.0 | . | 0.2
O=C(Cn1cc(SCc2cccc(Cl)c2)c2ccccc21)N1CCOCC1 | -0.4 | 1.8 | -8.6 | -2.9 | 25.8 | 0.3 | . | -1.0 | 1.8 | 6.0
COC(=O)c1sccc1NC(=O)CC1C(=O)NCCN1C(=O)c1ccc(N(C)C)cc1 (configuration not stated) | 0.2 | -1.2 | -10.4 | 2.1 | -12.4 | 7.6 | -1.6 | -1.7 | 1.5 | 0.6
Cc1cc(C(=O)NCC(=O)OCC(=O)N(C2CCCCC2)C2CCCCC2)ccc1[N+](=O)[O-] | -0.8 | 0.6 | 1.6 | -14.3 | 37.8 | 24.5 | . | -0.3 | -3.9 | 2.8
COc1ccccc1NC(=O)CN1CCN(c2ccccc2F)CC1 | -0.5 | -0.1 | 12.7 | -15.7 | -16.2 | -3.1 | . | -1.1 | 7.1 | 0.8
Cc1cc(NC(=O)C(C)SCC(=O)Nc2cc(C(F)(F)F)ccc2N2CCOCC2)no1 (configuration not stated) | -0.3 | 5.0 | 1.8 | -0.8 | 13.5 | 0.4 | 0.6 | -0.9 | 6.1 | 0.5
CC(=O)c1c(N)nc2n(c1=O)CCCCC2 | 1.1 | 1.6 | 5.0 | -0.7 | -41.5 | -1.5 | 0.6 | 0.4 | 0.7 | 6.7

Records listed above printed as active in phage Ecoli inh.
Structure	CAL PDZ FP	phage Ecoli inh	PvdQ inh	DAGLB inhibitor	Tat export inh	Wnt bcat act	Rtt109 HAT inh	AddAB inh
CC(=O)NC(c1ccc(Cl)cc1)c1ccc2cccnc2c1O (configuration not stated)	-0.2	20.3*	9.3	11.8	-10.4	0.3	4.6	.
O=[N+]([O-])c1cc([N+](=O)[O-])c(Oc2c(Cl)cccc2Cl)cc1NN1CCCCC1	0.3	13.1*	-10.9	0.2	1.3	-1.5	3.0	4.1

Two of these compounds, reformatted.
> Cc1cc(NC(=O)C(C)SCC(=O)Nc2cc(C(F)(F)F)ccc2N2CCOCC2)no1 (configuration not stated)
  CAL PDZ FP: -0.3	phage Ecoli inh: 5.0	PvdQ inh: 1.8	DAGLB inhibitor: -0.8	PfHsp90 yeast 2: 13.5	Tat export inh: 0.4	Wnt bcat act: 0.6	E coli growth: -0.9	Rtt109 HAT inh: 6.1	AddAB inh: 0.5
> CC(=O)c1c(N)nc2n(c1=O)CCCCC2
  CAL PDZ FP: 1.1	phage Ecoli inh: 1.6	PvdQ inh: 5.0	DAGLB inhibitor: -0.7	PfHsp90 yeast 2: -41.5	Tat export inh: -1.5	Wnt bcat act: 0.6	E coli growth: 0.4	Rtt109 HAT inh: 0.7	AddAB inh: 6.7
